Source: PubChem
Bcl-B TR3 displacers – displacers of TR3 peptide from Bcl-B, primary screen, selectivity assay for Bfl-1 inhibitor project, biochemical, fluorescence polarization | displacement, % at 20 µM, or IC50 in µM where a hit was titrated | 0.11% of 96,000 active | FP displacement of FITC-TR3 peptide from Bcl-B; higher % means a stronger effect;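 active = displacement above 50% at 20 µM plus a fluorescence interference ratio under 1.5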;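 note: plate controls were wells without compound for no effect and wells lacking Bcl-B protein for full effect; a part of the inactive calls stands beside numbers as strong as those of hits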
PLAP inhibitors HTS – inhibition of human placental alkaline phosphatase – biochemical, luminescence, HTS (AID 690). inhibition, % at 20 µM; hits with a dose series show IC50 in µM. 0.08% of 96,000 active. purified PLAP, luminescent substrate; higher % means a stronger effect; in the data active = a potency from the dose series; inactive = the rest, 99 in 100 with inhibition below about 30%; note: strong numbers were not always called active
IL1B NFkB pot – enhances IL-1B driven NFkB nuclear translocation | activation, % at 2 µM | 0.3% of 94,000 active | HUVEC IL-1B NFkB p65 nuclear translocation imaging | AID 819;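 active = activation above 40%, about the mean plus 3 SD, also judged a hit on visual image review; inconclusive = activation above 40% but not a hit on visual review; inactive = activation not above 40% and no visual hit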;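 note: percent activation is computed from the nuclear over cytoplasmic p65 intensity ratio; values of inactives mirror those of a sister screen read the other way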
MRP resist rev – MRP-mediated drug resistance reversal; 0.04% of 85,000 active; AID 602; H69AR cells + 2 uM doxorubicin, CellTiter-Glo, 72 h; differential viability (reversal), % at 10 µM;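 active = viability drop by adding the cancer drug above about 55%, with treated viability meeting a 40% cutoff, limit read from the data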;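 note: viability without doxorubicin minus viability with 2 µM doxorubicin for each compound; larger differential means the compound sensitizes cells more to doxorubicin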
IL1B NFkB inh – blocks IL-1B driven NFkB nuclear translocation in HUVEC cells | 0.43% of 94,000 active | HUVEC IL-1B NFkB p65 nuclear translocation imaging | inhibition, % at 2 µM;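 active = inhibition above about 30% together with a positive call from visual inspection of the well image, limit read from the data; inconclusive = inhibition above a set limit but visual check negative; inactive = inhibition not above a set limit, visual check negative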;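 note: nuclear over cytoplasmic p65 intensity ratio measured by imaging; 0% = IL-1B stimulated DMSO wells and 100% = unstimulated DMSO wells; values of inactives mirror those of a sister screen read the other way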
MRP resist rev cytotoxicity – second read-out of MRP resist rev, no call of its own (marks repeat the call); viability, %; H69AR cells, CellTiter-Glo, 72 h; measured here: cytotoxicity without doxorubicin
MRP resist rev with doxorubicin – second read-out of MRP resist rev, no call of its own (marks repeat the call); viability, %; measured here: viability with 2 uM doxorubicin; active compounds read low
IL1B NFkB inh cell count 2 µM – further read-out of IL1B NFkB inh, marked with its call; cell count; measured here: cells passing quality filter;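 raw number of nuclei counted in each imaged well without normalization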
IL1B NFkB pot cell count 2 µM – also measured in IL1B NFkB pot; calls as there; cell count; measured here: cells passing quality filter
The depositor's hits bear a star; ? = inconclusive; / = not tested or not shown. Some of the compounds tested; the hit share may differ from the screen's.

The opening 4 records (preview)
SMILES	Bcl-B TR3 displacers	PLAP inhibitors HTS	IL1B NFkB pot	IL1B NFkB pot cell count 2 µM	MRP resist rev	MRP resist rev cytotoxicity	MRP resist rev with doxorubicin	IL1B NFkB inh	IL1B NFkB inh cell count 2 µM
O=C(COc1ccc(-n2cnnn2)cc1)NC(=O)NCc1ccccc1	1%	-3%	4	174	-10	89	99	-4	174
O=C1Nc2cc(Cl)c(Cl)cc2N(O)N1c1cc(Cl)cc(Cl)c1	4%	-4%	0	142	7	102	94	0	142
O=c1c(C=Nc2ccc(Cl)cc2)c[nH]n1-c1cccc(Cl)n1	-21%	-24%	-1	110	/	/	/	1	110
COCc1cc(=O)n2[nH]c(-c3ccc(C)cc3)cc2n1	-8%	-29%	20	146	-2	88	90	-20	146

This part in full, repeating the preview:
SMILES	Bcl-B TR3 displacers	PLAP inhibitors HTS	IL1B NFkB pot	IL1B NFkB pot cell count 2 µM	MRP resist rev	MRP resist rev cytotoxicity	MRP resist rev with doxorubicin	IL1B NFkB inh	IL1B NFkB inh cell count 2 µM
O=C(COc1ccc(-n2cnnn2)cc1)NC(=O)NCc1ccccc1	1%	-3%	4	174	-10	89	99	-4	174
O=C1Nc2cc(Cl)c(Cl)cc2N(O)N1c1cc(Cl)cc(Cl)c1	4%	-4%	0	142	7	102	94	0	142
O=c1c(C=Nc2ccc(Cl)cc2)c[nH]n1-c1cccc(Cl)n1	-21%	-24%	-1	110	/	/	/	1	110
COCc1cc(=O)n2[nH]c(-c3ccc(C)cc3)cc2n1	-8%	-29%	20	146	-2	88	90	-20	146
CCOc1ncccc1C(=O)NCC1COc2ccccc2O1 (stereo not drawn)	-1%	-78%	4	197	5	92	87	-4	197
CC(C)CCNC(=O)c1ccc2c(c1)N(Cc1ccccc1)C(=O)CS2=O (stereo not drawn)	-5%	-33%	/	/	20	99	80	/	/
CC(=O)Nc1cc(C(C)C)c(O)c(C(C)C)c1	-10%	5%	/	/	2	100	98	/	/
CCC1CCCCN1C(=O)c1c(-c2ccccc2)noc1C (stereo not drawn)	/	/	-12	84	21	95	74	12	84
CC(C)(C)n1nnnc1C(c1cccnc1)N1CCN(C2CCCCC2)CC1 (stereo not drawn)	-13%	-43%	29	128	-2	98	100	-29	128
O=C(CCn1nc(-c2ccccc2)ccc1=O)N1CCN(c2ccccn2)CC1	-3%	-28%	/	/	5	88	84	/	/
CC(C)CNS(=O)(=O)c1cc(C(=O)N2CCOCC2)c(Cl)cc1Cl	-10%	-11%	-10	156	/	/	/	10	156
Cc1cc(-c2nnco2)c(C)n1-c1ccc(F)cc1	-9%	6%	21	150	15	89	74	-21	150
CC(=O)Nc1ccc(NC(=O)CN2CCN(c3cccc(C(F)(F)F)c3)CC2)cc1	4%	-12%	-34	213	/	/	/	34*	213*
COc1nnnc2c1sc1nc(N3CCOCC3)c3c(c12)CC(C)(C)OC3	-4%	-9%	/	/	-9	84	93	/	/
O=C(COC(=O)Cn1[nH]c(=O)c2ccccc2c1=O)Nc1ccc2c(c1)OCO2	-1%	18%	/	/	-19	83	102	/	/
Cc1cccc(NS(=O)(=O)c2ccc(Br)s2)n1	-14%	-32%	-59	49	22	98	76	?	/
CCOC(=O)C1C(=O)Nc2nc3ccccc3n2C1C(C)C (stereo not drawn)	-12%	-29%	-4	72	9	99	90	4	72
Cc1ccc2[nH]c(=O)c(CN(CCCN(C)C)C(=O)Nc3ccc(Cl)cc3)cc2c1	4%	-62%	0	182	2	3	1	0	182
COc1ccc(C2C3=C(CCCC3=O)Nc3c(-c4ccccc4)c(C)nn32)cc1 (stereo not drawn)	-13%	-45%	9	175	13	80	67	-9	175
Nc1nc(-c2ccccc2)cc(C(F)(F)F)n1	-3%	5%	3	108	20	98	79	-3	108
O=S(=O)(c1ccccc1)N1CCn2c(nc3ccccc32)C1	6%	-3%	7	182	7	97	90	-7	182
CC(=O)c1cccc(NC(=O)C2CCN(S(C)(=O)=O)CC2)c1	-12%	-3%	3	120	-16	87	104	-3	120
CCn1nccc1C(=O)Nc1nc2ccccc2n1CCN1CCCCC1	10%	-72%	1	160	-34	42	76	-1	160
CC1=CC(C)(C)N=C(Nc2ccc(C)cc2)S1	-4%	15%	/	/	-18	88	106	/	/
COc1ccc(N2CCN(C(=O)CSc3nnc(-c4ccc5[nH]c(C)c(C)c5c4)o3)CC2)cc1	-4%	11%	3	115	6	46	41	-3	115
The listing continues.
SMILES	Bcl-B TR3 displacers	PLAP inhibitors HTS	IL1B NFkB pot	IL1B NFkB pot cell count 2 µM	MRP resist rev	MRP resist rev cytotoxicity	MRP resist rev with doxorubicin	IL1B NFkB inh	IL1B NFkB inh cell count 2 µM
COC(=O)c1ccc(CNC(=O)CNc2cc(C(F)(F)F)ccc2N2CCOCC2)cc1	7%	-2%	/	/	9	97	88	/	/
COc1cccc(C2=NOC(C(=O)Nc3ccccc3SC)C2)c1 (stereo not drawn)	-7%	17%	-14	167	1	76	75	14	167
Cc1nc(CC(=O)c2c(C)cc(O)cc2O)cs1	4%	-4%	-9	136	19	105	86	9	136
CC1N=C2c3ccccc3N=C(SCc3cc(=O)n4cc(Cl)ccc4n3)N2C1=O (stereo not drawn)	/	/	1	153	12	84	72	-1	153
CCCOc1ccc(C2C(=O)N(C3CCCCC3)CC(=O)N2CCCOCC)cc1OC (stereo not drawn)	-2%	-40%	20	184	-10	80	90	-20	184
Cc1ccc(S(=O)(=O)N(C(=O)c2ccncc2)c2ccc(OC(=O)c3ccncc3)c3ccccc23)c(C)c1	-18%	-30%	21	169	/	/	/	-21	169
Cn1c(=O)cc(SCC(=O)N2CCCC2)c2ccccc21	-5%	11%	/	/	7	103	96	/	/
CCn1c(SCC(=O)Nc2oc(-c3ccccc3)c(-c3ccccc3)c2C#N)nnc1-c1ccncc1	2%	-82%	0	67	5	103	98	0	67
O=C(O/N=C/c1ccc2c(c1)OCO2)c1ccccc1Cl	-8%	14%	3	155	/	/	/	-3	155
O=C(Cc1n[nH]c(=O)[nH]c1=O)N/N=C/c1ccccc1O	-3%	-47%	17	165	/	/	/	-17	165
O=C(Nn1cnnc1)c1cc(-c2ccccn2)nc2ccccc12	-4%	13%	/	/	22	107	85	/	/
O=C(CSc1nncn1-c1ccccc1)Nc1cc(Cl)cc(Cl)c1	-13%	-8%	-14	155	/	/	/	14	155
CSc1ccc(Cl)c(C(=O)OCC(=O)NCC(C)C)c1	-4%	-10%	14	169	/	/	/	-14	169
O=C(Nc1nc2ccc(S(=O)(=O)N3CCCC3)cc2s1)c1cccs1	-10%	-19%	-4	81	-29	36	65	4	81
O=c1c2c3c(sc2ncn1-n1cccc1)CCCCC3	/	/	8	109	-26	90	117	-8	109
O=C(N/N=C/C1CC=CCC1)c1ccccc1O (stereo not drawn)	-8%	2%	36	150	/	/	/	-36	150
CN1CCCC(OC(=O)COc2ccc(Br)cc2)C1 (stereo not drawn)	-5%	-22%	-1	152	-12	98	110	1	152
CC(C)C(NC(=S)NCc1ccccc1)C(=O)O (stereo not drawn)	-2%	-15%	12	180	4	89	85	-12	180
CC1=C(C(=O)OC(C)C)C(c2ccc(C)o2)NC(=O)N1 (stereo not drawn)	/	/	2	89	-9	84	93	-2	89
O=C(Oc1cccnc1)c1ccc(Cl)c(Cl)c1	-3%	8%	3	177	-5	72	76	-3	177
c1ccc(CCc2nn3c(Cc4ccccc4)nnc3s2)cc1	-6%	34%	?	/	3	83	80	-42	147
CCCOC(=O)CSc1nnc(-c2ccccc2Cl)o1	1%	-8%	-12	163	13	113	100	12	163
O=C(c1ccccc1C(F)(F)F)N1CCN(S(=O)(=O)c2ccccc2)CC1	-2%	-6%	1	160	0	98	99	-1	160
COc1ccc(OC)c(C(=O)CSc2nnc(-c3ccc(OC)c(OC)c3)o2)c1	-16%	-6%	11	171	9	84	75	-11	171
COc1cc(Cl)c(C)cc1NC(=O)CSc1ccc(C)cc1	2%	10%	-5	119	/	/	/	12	117

Full records from above. Values in the order: Bcl-B TR3 displacers, PLAP inhibitors HTS, IL1B NFkB pot, IL1B NFkB pot cell count 2 µM, MRP resist rev, MRP resist rev cytotoxicity, MRP resist rev with doxorubicin, IL1B NFkB inh, IL1B NFkB inh cell count 2 µM
`Cc1ccc(S(=O)(=O)N(C(=O)c2ccncc2)c2ccc(OC(=O)c3ccncc3)c3ccccc23)c(C)c1` is entered as -18%, -30%, 21, 169, /, /, /, -21, 169
`O=C(Cc1n[nH]c(=O)[nH]c1=O)N/N=C/c1ccccc1O` is entered as -3%, -47%, 17, 165, /, /, /, -17, 165
`CCCOc1ccc(C2C(=O)N(C3CCCCC3)CC(=O)N2CCCOCC)cc1OC` (stereo not drawn) is entered as -2%, -40%, 20, 184, -10, 80, 90, -20, 184
`CCCOC(=O)CSc1nnc(-c2ccccc2Cl)o1` is entered as 1%, -8%, -12, 163, 13, 113, 100, 12, 163
`O=C(N/N=C/C1CC=CCC1)c1ccccc1O` (stereo not drawn) is entered as -8%, 2%, 36, 150, /, /, /, -36, 150
